p53 reactivator – re-activators of mutant p53 | Potency, µM (highest dose often 92.2 µM), without a hit: at the top dose activity change, positive = activation, hits mostly activators | H1299 p53-A138V BP100-luciferase reporter, luminescence, 24 h | 320,000 compounds, 0.063% hits; further: % of control where 0% means no effect; nearly all actives have a fitted effect of over 45% in size
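p53-null H1299 cells stably carrying temperature-sensitive p53-A138V and a BP100-luciferase reporter were pinned with compounds (4-point, 1:5 series) and held 24 hrs at 37 deg C. Luminescence was read 10 min after detection reagent.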
CXXC DNA block – inhibitors of human MLL CXXC domain-DNA interaction | Q03164 | MLL-CXXC / FITC-HOXA9 DNA fluorescence polarization | Potency, µM (highest dose often 115 µM), inactives show at the top dose activity change, negative = inhibition, most hits filed as inhibitors | 290,000 compounds, 0.037% hits; active means well fitted inhibition curve with a large enough effect in the polarisation, with a control signal flat, not every such curve was filed as active; inconclusive means small, poorly fitted or top-dose-only effect, or effect the other way, or a change in a side signal; inactive means no such curve, though single readings can be large or run the other way; the % refers to the polarisation
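Fluorescence polarization: 7 uM MLL-CXXC (stock) preincubated 5 min with compounds, then 50 nM fluorescein-HOX-A9 DNA (stock) added; 30 min ambient. Buffer 50 mM Tris-HCl pH 7.5, 50 mM NaCl, 1 mM DTT, 0.05% BSA.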
VP16 counter – Gal4-VP16 reporter inhibition counter-screen | 310,000 compounds, 3.5% hits | Potency, µM (top dose mostly 53.6 µM), without a hit: top-dose activity, negative = inhibition, actives largely listed as inhibitors | Drosophila S2 Gal4-VP16 UAS-luciferase, luminescence, 20 h;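 further: Gal4-VP16 expression switched on by copper sulfate through the metallothionein promoter; on the % scale 0 is the no-effect control and ±100 the full control effect; nearly all actives have a fitted effect of over 50% in size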
FLuc modulator – counter-screen for miR-21 project: firefly luciferase inhibitors or activators | P08659 | 360,000 compounds, 6.9% hits | purified FLuc, Km substrates, luminescence inhibition | Potency, µM (top dose mostly 57.5 µM), for the others: at the highest dose activity change, negative = inhibition, hits mostly inhibitors;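 further: plate controls were vehicle for no effect and reference inhibitor for full effect; nearly all actives have a fitted effect of over 55% in size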
Target sequence (P08659 whole entry, looked up): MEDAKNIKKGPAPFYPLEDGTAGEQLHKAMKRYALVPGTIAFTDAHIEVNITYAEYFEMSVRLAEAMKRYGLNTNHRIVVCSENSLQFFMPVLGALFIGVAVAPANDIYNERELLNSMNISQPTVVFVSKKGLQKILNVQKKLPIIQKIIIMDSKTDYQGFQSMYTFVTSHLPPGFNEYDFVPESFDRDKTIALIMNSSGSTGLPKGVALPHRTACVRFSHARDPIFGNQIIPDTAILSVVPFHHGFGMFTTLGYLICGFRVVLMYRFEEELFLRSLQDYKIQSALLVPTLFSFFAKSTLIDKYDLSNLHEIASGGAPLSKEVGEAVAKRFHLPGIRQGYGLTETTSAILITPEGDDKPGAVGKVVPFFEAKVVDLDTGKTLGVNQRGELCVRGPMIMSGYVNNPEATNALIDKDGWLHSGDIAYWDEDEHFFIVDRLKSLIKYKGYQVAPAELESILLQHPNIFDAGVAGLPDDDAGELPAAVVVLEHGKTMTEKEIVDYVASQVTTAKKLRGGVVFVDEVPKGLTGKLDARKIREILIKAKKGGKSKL
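Biochemical qHTS of compounds, final roughly 60 µM downward over six points, against 10 nM purified firefly luciferase using Km concentrations of substrates (10 uM D-luciferin, 10 uM ATP) in Tris acetate pH 7.5 buffer; luminescence output.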
RORgamma inh – blocks mouse ROR gamma transcriptional activity; P51450; Drosophila S2 Gal4-RORgamma UAS-luciferase reporter, 20 h; Potency, µM (titrated, usually from 53.6 µM), for inactives: top-dose activity change, negative = inhibition, actives largely listed as inhibitors; 310,000 compounds, 5.4% hits; AID 2551; further: on the % scale 0 is the no-effect control and ±100 the full control effect; nearly all actives have a fitted effect of over 60% in size
Target sequence (P51450 whole entry, looked up, the tested form may be a part): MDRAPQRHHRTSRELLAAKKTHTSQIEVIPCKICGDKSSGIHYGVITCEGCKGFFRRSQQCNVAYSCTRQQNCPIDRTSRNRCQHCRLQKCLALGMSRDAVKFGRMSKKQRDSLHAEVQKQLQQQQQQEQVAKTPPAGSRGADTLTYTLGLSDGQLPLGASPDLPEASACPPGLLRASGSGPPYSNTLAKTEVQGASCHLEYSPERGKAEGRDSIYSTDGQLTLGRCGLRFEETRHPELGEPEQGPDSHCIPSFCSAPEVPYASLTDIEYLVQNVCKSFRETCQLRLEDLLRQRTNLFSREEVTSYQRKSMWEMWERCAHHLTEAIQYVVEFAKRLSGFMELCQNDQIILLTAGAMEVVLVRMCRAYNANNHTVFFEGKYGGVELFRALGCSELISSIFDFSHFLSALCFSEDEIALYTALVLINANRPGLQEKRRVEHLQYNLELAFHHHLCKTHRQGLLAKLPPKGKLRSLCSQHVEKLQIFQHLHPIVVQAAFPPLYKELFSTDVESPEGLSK
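Compounds are pin-transferred onto Drosophila Schneider cells expressing a copper-inducible Gal4–ROR gamma transactivation domain fusion. After 1 hr, copper sulfate is added to 700 uM final; luciferase is read 20 hr later.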
MBNL1-CUG inh – blocks human MBNL1 binding to CUG repeat RNA. Q9NR56. TR-FRET MBNL1-His/biotin-(CUG)12 binding, 665/545 ratio. Potency, µM (doses to about 57.5 µM), for inactives: top-dose activity change, negative = inhibition, actives largely listed as inhibitors. 280,000 compounds, 0.036% hits. AID 2675; active means well fitted inhibition curve with a large enough effect in the signal ratio, with a control signal flat, not every such curve was filed as active; inconclusive means small, poorly fitted or top-dose-only effect, or effect the other way, or a change in a side signal; inactive means no such curve, though single readings can be large or run the other way; the % refers to the signal ratio; further: on the % scale 0 is the no-effect control and ±100 the full control effect
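MBNL1-His + Biotin-(CUG)12, cpd titration 92 nM–58 uM; Tb anti-His Ab 0.055 ng/ul, SA-XL665 5 nM (final); 60 min RT; ratiometric 665/545 nm, Ex 340 nm; normalized to buffer and full-complex controls.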
NPC1 promoter act – NPC1 promoter activation | Huh7 NPC1 promoter luciferase reporter, 24 h | 320,000 compounds, 2.4% hits | Potency, µM (top dose mostly 9.22 µM), inactives show top-dose activation, most hits filed as activators;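 further: % of control where 0% means no effect; nearly all actives have a fitted effect of over 60% in size; reporter is driven by a mutant NPC1 promoter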
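NPC1 promoter–luciferase Huh7 cells; 24 h compound; luminescence.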
uPA surface inh – cell surface uPA generation inhibition; cell surface uPA generation assay, qHTS; Potency, µM (top dose mostly 38.3 µM), inactives show top-dose activity change, negative = inhibition, actives largely listed as inhibitors; 330,000 compounds, 0.31% hits; active means well fitted inhibition curve with a large enough effect; inconclusive means small, poorly fitted or top-dose-only effect; inactive means no such curve, though single readings can be large or run the other way; tested in mouse RAW 264.7 cells; further: on the % scale 0 is the no-effect control and ±100 the full control effect; nearly all actives have a fitted effect of over 55% in size
Rab9 prom act – activators of Rab9 promoter; 320,000 compounds, 2.8% hits; Huh7 Rab9 promoter-luciferase reporter, luminescence, 24 h; Potency, µM (doses to about 9.22 µM), for inactives: at the highest dose activation, negative = inhibition, hits mostly activators; further: % of control where 0% means no effect; nearly all actives have a fitted effect of over 60% in size
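Promoter activation is measured as luciferase luminescence in Huh7 cells stably transfected with a Rab9 promoter–luciferase construct, following 24 h compound exposure at 37 °C and 10 min reagent incubation at ambient temperature.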
ELG1 genotox – inducers of genotoxicity in HEK293T ELG1-luciferase cells. HEK293T ELG1-luciferase reporter, luminescence, 16 h. Potency, µM (highest dose often 46 µM), without a hit: at the top dose activity change, positive = activation, most hits filed as activators. 330,000 compounds, 1.3% hits. AID 504466; further: % of control where 0% means no effect; nearly all actives have a fitted effect of over 60% in size
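Genotoxicity was scored as increased ELG1-luciferase reporter signal, measured by ONE-Glo luminescence (30 min, room temperature). Compound or vehicle exposure of the HEK293T reporter cells lasted 16 hr at 37°C.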
BRCA1 expr act – activators of BRCA1 expression; MCF7-BRCA1-FFLuc reporter, luminescence, 48 h; response scale: scaled: vehicle 0%, 10 µM genistein 100%; Potency, µM (titrated, usually from 46.1 µM), for the others: top-dose activation, actives largely listed as activators; 380,000 compounds, 1.1% hits; AID 624202; further: nearly all actives have a fitted effect of over 80% in size; some results filed as inactive show a strong effect at the top dose
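Luminescence from a BRCA1-driven firefly luciferase in MCF7 cells was the read-out, taken 15 min after substrate addition following 48 h compound exposure at 37 °C. Data were normalized to a 10 microM genistein control and DMSO vehicle.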
* hit, by the source's call; ? = inconclusive; / = no result given; [ ] = dose if it differs, or a comment. Unless noted, the call rests on the fitted dose curve; in most records, active means well fitted curve in the direction sought with a large enough effect; inconclusive means small, poorly fitted or top-dose-only effect, or another doubt; inactive means no such curve, though single readings can be large; an effect the other way counts as inactive or inconclusive. Potency means the concentration at half of the fitted maximal effect. A portion of the library; the hit share may differ from the screen's.

SMILES	p53 reactivator	CXXC DNA block	VP16 counter	FLuc modulator	RORgamma inh	MBNL1-CUG inh	NPC1 promoter act	uPA surface inh	Rab9 prom act	ELG1 genotox	BRCA1 expr act
CCc1nnc(NC(=O)NC(C)(C)C)s1	15%	-2%	6%	-15%	-7%	-10%	16%	5%	10%	?	30%
C=C(C)CNC(=S)N/N=C/c1ccco1	9%	-16%	3.2µM*	-2%	0.56µM*	?	2%	1%	0%	1%	2%
CC(=O)c1cccc(NC(=O)NC2CCCCCCC2)c1	-3%	1%	-21%	17µM*	-10%	-4%	25%	-2%	24%	2%	40%
Nc1cc(C(F)(F)F)cc2c1SCC(=O)N2	-5%	15%	-8%	-1%	-12%	-3%	0%	-3%	-4%	1%	2%
CCCS(=O)(=O)Nc1c(C(=O)O)[nH]c2ccccc12	30%	-13%	?	-14%	-5%	-2%	2%	-1%	-6%	11%	0%
CCOC(=O)Cn1nc(C)c(NC(=O)CCc2ccccc2)c1C	-1%	18%	5%	0%	-16%	0%	0%	0%	3%	0%	8%
CCOC(=O)C1CCN(C(=O)COc2ccc(Cl)cc2Cl)CC1	0%	-14%	?	0%	?	-7%	-2%	4%	-2%	1%	13%
CC(NC(=O)c1ccc(S(=O)(=O)NCc2ccco2)cc1)c1ccc(F)cc1 (stereo not drawn)	1%	/	/	14%	/	/	-2%	-19%	-4%	1%	10%
COC(=O)c1[nH]c2cc(C)ccc2c1NC(=O)CN1CCCc2ccccc21	13%	29%	?	24µM*	18%	9%	?	10%	?	5%	29%
CC(C)C1Nc2c(C(=O)O)cccc2C(Nc2ccccc2C(=O)O)C1(C)C (stereo not drawn)	0%	-17%	2%	?	-30%	-2%	-4%	0%	-3%	-3%	0%
COc1ccc(NC(=O)CC2C(=O)N(c3ccc(OC)cc3)C(=O)N2CCN2CCN(C)CC2)cc1 (stereo not drawn)	17%	3%	10%	-2%	9%	?	-1%	/	0%	7%	49%
O=C(Nc1ccccc1C(F)(F)F)c1cc(-c2cccc(O)c2)on1	28%	-5%	-4%	-9%	?	-5%	?	/	?	-2%	72%
O=C(c1cccc(-n2cnnn2)c1)N1CCOCC1	/	-2%	-9%	-2%	-3%	-3%	/	-1%	/	/	-2%
Cc1cccc(CS(=O)(=O)c2ncc(Cl)c(C(=O)NCc3ccc4c(c3)OCO4)n2)c1	-31%[inhibitor]	10%	3.2µM*	-1%	6.3µM*	-6%	-23%	?	-2%	-11%	-74%
O=C(O)c1cccc(S(=O)(=O)N2Cc3ccccc3C2)c1	-5%	3%	1%	0%	8%	-20%	-3%	6%	-3%	1%	0%
O=C(CN1C(=O)NC2(CCCC2)C1=O)OCCOc1ccc(Cl)cc1Cl	-6%	/	/	1%	/	/	0%	1%	2%	3%	-7%
CC(OC(=O)c1ccc(Cl)c(S(=O)(=O)N2CCc3ccccc32)c1)C(=O)Nc1ncc(Cl)cc1Cl (stereo not drawn)	-8%	12%	-8%	1%	-5%	11%	-2%	-3%	-5%	2%	-2%
N#Cc1ccccc1CN1C(=O)S/C(=C/c2cccn2-c2cccc(C(=O)O)c2)C1=O	2%	2%	0%	-1%	3%	24%	-2%	9%	-10%	-1%	-13%
O=C(N/C=C\n1cnc2cc(C(F)(F)F)ccc21)c1ccc([N+](=O)[O-])cc1	-1%	-8%	0%	0%	1%	/	3%	5%	-9%	-1%	-14%
Cc1[nH]n(-c2ccccc2)c(=O)c1/C=C1\C=NN=C1c1ccccc1	9%	-23%	?	12µM*	11µM*	2%	-1%	9%	0%	12%	0%
S=C(Nc1ccc(Br)cc1)N1CCN(C2CCCCC2)CC1	-1%	10%	-7%	7%	-13%	-4%	0%	/	-9%	-1%	4%
O=C(Cc1ccccc1)NCC(=O)N1CCC2(CC1)NCCc1[nH]cnc12	-5%	-6%	-2%	3%	-5%	-8%	-2%	-5%	0%	0%	-14%
O=C(Nc1cc(S(=O)(=O)N2CCOCC2)ccc1N1CCCC1)c1ccc2c(c1)S(=O)(=O)c1ccccc1C2=O	13%	3%	5%	-20%	-11%	?	-3%	4%	-4%	-4%	-47%
C#CCOCCOCCOCCNc1nc(N2CCN(C(=O)C([C@@H](C)CC)n3cc(C(N)CO)nn3)CC2)nc(N2CCN(C(=O)[C@H](CCC(=O)O)n3cc(C(N)Cc4ccc(O)cc4)nn3)CC2)n1 (stereo partly drawn)	1%	3%	4%	0%	-14%	-11%	-6%	/	-5%	4%	/
Cc1ccsc1C(=O)Nc1ccc(O)c(-c2nc3ccccc3s2)c1	13%	?	-21%	?	0%	?	0%	4%	2%	-5%	-23%

As a short view, 2 of the compounds above.
SMILES	p53 reactivator	CXXC DNA block	VP16 counter	FLuc modulator	RORgamma inh	MBNL1-CUG inh	NPC1 promoter act	uPA surface inh	Rab9 prom act	ELG1 genotox	BRCA1 expr act
CCc1nnc(NC(=O)NC(C)(C)C)s1	15%	-2%	6%	-15%	-7%	-10%	16%	5%	10%	?	30%
C=C(C)CNC(=S)N/N=C/c1ccco1	9%	-16%	3.2µM*	-2%	0.56µM*	?	2%	1%	0%	1%	2%

(more compounds)
SMILES	p53 reactivator	CXXC DNA block	VP16 counter	FLuc modulator	RORgamma inh	MBNL1-CUG inh	NPC1 promoter act	uPA surface inh	Rab9 prom act	ELG1 genotox	BRCA1 expr act
CC(C)(C)C1CCc2c(sc3nc(SCC(=O)O)nc(N)c23)C1 (stereo not drawn)	2%	-10%	?	2.4µM*	-22%	5%	18%	-3%	11%	?	-41%
O=C(CSc1nc2ccccc2s1)Nn1cnnc1	-1%	-8%	-13%	-22%	7%	-5%	1%	0%	1%	-5%	34%
CC(=O)Nc1ccc(NC(=O)COC(=O)C2(c3ccc(Cl)cc3)CCCC2)cc1	-1%	-5%	-4%	3%	?	-14%	1%	-8%	-6%	-7%	-53%
CCc1ccc2c(c1)/C(=C/C(=O)c1cccs1)C(=O)N2	-71%[inhibitor]	1%	10µM*	?	5.6µM*	1%	0%	-16%	6%	?	-65%
COC(=O)CCSCc1cn2cc(Cl)ccc2n1	3%	-3%	?	?	6.3µM*	-22%	-2%	3%	1%	?	-30%
CCCCN1C2CCCC1CC(NC(=O)c1cccc(Cl)c1)C2 (stereo not drawn)	8%	4%	-15%	0%	-15%[1.91 µM]	-6%	-2%	-2%	4%	-7%	1%
CN1CCN(S(=O)(=O)c2ccc(Br)c3nsnc23)CC1	22%	3%	1%	2%	5%	?	-1%	1%	-1%	14%	-5%
CCn1nnc2cc(C(=O)Nc3cc(OC)cc(OC)c3)ccc21	0%	/	/	17µM*	/	/	13%	-10%	24%	?	58%
CCN(CC)C(=O)C1CCCN(Cc2sccc2C)C1 (stereo not drawn)	-3%	-15%	-8%	2%	-22%	-19%	0%	-2%	-2%	-1%	4%
Cc1cc(C)cc(NC(=O)C2C3C=CC4(O3)C2C(=O)N(CCCN2CCCC2)C4C(=O)NC2CCCC(C)C2C)c1 (stereo not drawn)	-10%	4%	-4%	2%	-32%	-8%	-1%	-1%	2%	-1%	-6%
CCN(CC)c1ccc2c(C)c(Cl)c(=O)oc2c1	1%	-10%	3%	1%	11%	-6%	0%	-7%	0%	1%	-13%
Cc1cc(=O)n(CC(=O)NC2CC2)c2c1c(C)nn2-c1ccccc1	-23%	-1%	-4%	-6%	-38%	-5%	4%	-4%	0%	4%	-3%
Cc1nc2c(C)cccn2c(=O)c1NC(=O)c1ccc(Br)o1	3%	/	/	7%	/	/	-6%	-7%	0%	0%	10%
Cc1c(NC(=O)COC(=O)/C=C/c2cccc(Br)c2)c(=O)n(-c2ccccc2)n1C	2%	/	/	/	/	/	1%	8%	-10%	3%	-2%
OC(COC(c1ccc(F)cc1)c1ccc(F)cc1)CN1CCc2ccccc2C1 (stereo not drawn)	1%	5%	?	5%	-33%	1%	1%	5%	0%	-2%	-70%
Cc1ccc(S(=O)(=O)N2CCN(C(=S)NCC3CCCO3)CC2)cc1 (stereo not drawn)	-1%	/	/	-1%	/	/	-1%	3%	-4%	-1%	-5%
CC(C)NC(=O)NC(=O)COC(=O)c1ccc([N+](=O)[O-])cc1Cl	3%	4%	12%	-1%	-1%	?	0%	-3%	1%	2%	0%
COc1ccc(NC(=O)CN(c2ccc(C(C)C)cc2)S(=O)(=O)c2c(C)noc2C)cc1OC	-2%	9%	-1%	1%	-14%	7%	0%	-4%	0%	0%	-18%
CC(=O)Nc1cccc(NC(=O)CSc2nc(=O)n(Cc3ccncc3)c3c2CCC3)c1	0%	/	/	6%	/	/	1%	4%	-2%	1%	-4%
